Yeast life ext: yeast lifespan extension. AID 775. 130,000 compounds, 0.68% hits. S. cerevisiae growth with nicotinamide, OD615; deaD strain in restrictive glucose medium. inhibition of the nicotinamide effect, % at 10 µM;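 active means inhibition above a set limit, placed 3 SD over the median of all compounds, cut at about 26% in these data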;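 further: 0% = nicotinamide-treated wells and 100% = cells grown without nicotinamide; some compounds called inactive have numbers as strong as hits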
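System: DeaD-strain S. cerevisiae / Buffer or medium: CSMM-D, restrictive glucose (dextrose) synthetic minimal medium / Probe or stimulus: nicotinamide, 1.5 mM, co-present with compound / Compound: one concentration, 10 µM, DMSO 0.25% / Incubation: 48 h compound exposure at 30 °C, humidified / Technique: optical density (absorbance) at 615 nm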
Phagocytosis inh: macrophage phagocytosis inhibition | J774A.1 macrophage IgG-bead phagocytosis, imaging | inhibition, % at 5 µM | 110,000 compounds, 0.07% hits;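 active means inhibition above the mean of the plate negative controls plus 5 SD, cut at about 13% in these data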;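 further: phagocytic index as fraction of beads internalized from green versus red external bead signal; plate controls were DMSO negative control for no effect and cytochalasin-D positive control for full effect; some results beyond the cut were filed as inactive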
Measles CPE: protection of cells from measles virus; Measles virus-infected cells, CPE protection, absorbance; protection (pct of control), % at 4 µM; 140,000 compounds, 1.5% hits; in the data active means protection mostly above about 24%, no sharp cut-off; inactive means mostly below about 26%; further: some compounds called inactive have numbers as strong as hits
HCT116 PTEN-null: growth suppressors of cells with PTEN tumor suppressor deletion. viability, % at 10 µM. 140,000 compounds, 1.2% hits. HCT116 PTEN-null viability, CellTiter-Glo, 60 h; hits give low values;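 active means viability at or below a set limit, 4 SD under the median of all tested compounds, cut at about 3.7% in these data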;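 further: PTEN knockout HCT116 line with beta catenin targeted HCT116 as companion control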
Yeast growth inh: chemicals that inhibit yeast BB579 growth in restrictive medium (lifespan-shortening candidates). S. cerevisiae BB579 growth, OD615, 48 h. inhibition, % at 10 µM. 140,000 compounds, 0.51% hits. AID 804;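 active means inhibition above a set limit, 3 SD over the mean compound inhibition, cut at about 44% in these data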; further: inactives centre near -24
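Assay system – yeast BB579 (DeaD) · Dosing – single compound dose of 10 µM, 0.25% DMSO final · Detection – OD615 turbidity measurement · Buffer or medium – CSMM-D restrictive synthetic medium containing dextrose (glucose) · Benchmarks – positive control amphotericin B 10 µg/mL · Incubation – 48 h exposure, 30 °C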
NPY-Y2 antag: NPY-Y2 (human) receptor antagonism | P49146 | NPY-Y2 expressing cells, antagonist mode | inhibition, % at 2.7 µM | 140,000 compounds, 0.99% hits | AID 793; in the data active means inhibition above about 17%;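 further: 0% = vehicle with agonist challenge and 100% = reference antagonist with challenge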
Target sequence (P49146 whole entry, looked up): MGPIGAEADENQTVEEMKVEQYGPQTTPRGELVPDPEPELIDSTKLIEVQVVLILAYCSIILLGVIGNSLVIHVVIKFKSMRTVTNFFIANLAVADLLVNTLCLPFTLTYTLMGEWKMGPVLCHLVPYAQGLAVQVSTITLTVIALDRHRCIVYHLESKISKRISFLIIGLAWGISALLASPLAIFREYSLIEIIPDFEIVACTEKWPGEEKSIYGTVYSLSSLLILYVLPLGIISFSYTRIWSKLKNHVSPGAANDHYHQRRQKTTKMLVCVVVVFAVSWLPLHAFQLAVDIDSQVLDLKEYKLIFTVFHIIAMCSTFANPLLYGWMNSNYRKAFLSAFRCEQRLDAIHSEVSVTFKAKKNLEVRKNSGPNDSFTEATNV
GALR2 antag: antagonists of human galanin receptor 2 (GALR2). O43603. GALR2-expressing cells, antagonist mode. inhibition, % at 4 µM. 140,000 compounds, 0.39% hits. AID 828; in the data active means inhibition above about 27%;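 further: cells stimulated with galanin 1-16 at roughly its EC80; 0% = agonist challenge control and 100% = basal control without agonist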
Target sequence (O43603 whole entry, looked up): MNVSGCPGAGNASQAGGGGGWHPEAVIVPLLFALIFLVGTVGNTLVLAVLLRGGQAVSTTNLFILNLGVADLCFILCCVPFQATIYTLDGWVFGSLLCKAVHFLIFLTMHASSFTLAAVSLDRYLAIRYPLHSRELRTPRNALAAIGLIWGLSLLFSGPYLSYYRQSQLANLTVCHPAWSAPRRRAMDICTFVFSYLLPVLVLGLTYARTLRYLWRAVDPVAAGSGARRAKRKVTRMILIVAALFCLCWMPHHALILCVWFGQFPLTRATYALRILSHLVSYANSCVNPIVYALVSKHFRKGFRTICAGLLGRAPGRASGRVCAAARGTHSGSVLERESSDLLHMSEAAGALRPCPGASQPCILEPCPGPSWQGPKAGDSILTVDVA
E-sel TNF inh: blocks E-selectin expression induced by TNF alpha | HUVEC TNFa-induced E-selectin immunofluorescence, high content | inhibition, % at 2 µM | 120,000 compounds, 0.71% hits;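 active means inhibition above the batch mean plus 3 SD, and confirmed as a hit on visual image review, cut at about 43% in these data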;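 further: 0% = TNF-stimulated DMSO wells and 100% = unstimulated control wells; not every result past the cut was called active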
MRP-1 activ: activates MRP-1; H69AR cells + doxorubicin, viability rescue, CellTiter-Glo; viability increase, % at 10 µM; 140,000 compounds, 0.61% hits; AID 799;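 active means viability gain under doxorubicin at or above a set limit, the compound median plus 3 SD, cut at about 4.7% in these data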;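 further: MRP-1 overexpressing cells given doxorubicin 25 µM after compound pretreatment; 18-22 h compound pretreatment then 72 h with doxorubicin before readout; 0% = doxorubicin-only wells and 100% = vehicle-treated cells without doxorubicin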
HCT116 bCat-KO: beta-catenin-lacking colon tumor cell growth suppression; HCT116 beta-catenin knockout viability, CellTiter-Glo, 60 h; hits give low values; 140,000 compounds, 1.5% hits; viability, % at 10 µM;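 active means viability at or under a set limit, the compound median less 4 SD, cut at about 6% in these data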;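 further: 0% = Hyamine 1622 control at 20 µM and 100% = untreated cell control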
Active calls of the source: *; · = no result given. An unsorted share of the library; any-hit rate near 6.4%.

The line under a structure holds: Yeast life ext | Phagocytosis inh | Measles CPE | HCT116 PTEN-null | Yeast growth inh | NPY-Y2 antag | GALR2 antag | E-sel TNF inh | MRP-1 activ | HCT116 bCat-KO
COc1ccc(CN2CCC(C(=O)N(C)CCc3ccc(OC)c(OC)c3)CC2)c(OC)c1
  -9 | -1 | 15 | 100 | -16 | 3 | 3 | -29 | -1.0 | 98
C=CCNC(=S)Nc1ccc2nsnc2c1
  1 | -3 | 13 | 97 | 6 | 0 | 2 | · | -0.7 | 93
COc1ccc(-c2cc(-c3nnc(COC(=O)CC4CCCC4)o3)c3ccccc3n2)cc1OC
  3 | -5 | 11 | 74 | -29 | 3 | 9 | · | -2.5 | 84
CCN(Cc1ccccc1)C(c1ccc(C)cc1)c1nnnn1C(C)(C)CC (stereo unspecified)
  7 | -4 | 5 | 31 | -52 | 12 | -9 | -23 | -4.2 | 17
CC(C)(C)c1ccc(-c2n[nH]c(=S)n2/N=C/c2ccncc2)cc1
  4 | -3 | 5 | 86 | -45 | 5 | -11 | 7 | -3.8 | 73
O=C(CSc1nnc(-c2ccc(F)cc2)o1)Nc1ccc(S(=O)(=O)N2CCCCCC2)cc1
  -10 | 1 | 8 | 87 | -15 | 0 | 0 | 6 | -1.3 | 94
COc1ccc2oc(=O)c(C(=O)N3CCN(c4ccc(F)cc4)CC3)cc2c1
  -4 | · | 29 | 91 | -33 | 1 | 2 | -24 | -2.5 | 91
COCCNC(=O)C(C)OC(=O)c1cc2sccc2n1C (stereo unspecified)
  -6 | 0 | 11 | 97 | -62 | -1 | -11 | -4 | 0.8 | 87
Cc1ccc(OCC(=O)NCC(=O)Nc2ccc(F)cc2)c([N+](=O)[O-])n1
  0 | -2 | 2 | 96 | -24 | 0 | -11 | · | -1.7 | 94
Cc1nc2c(C(=O)NCc3ccc4c(c3)OCO4)c[nH]n2c(=O)c1Cc1ccccc1F
  -2 | · | 4 | 95 | -58 | 8 | 2 | · | -1.7 | 94
COc1ccc(CC(=O)N2CCN(c3ccccn3)CC2)cc1OC
  5 | -1 | 9 | 97 | -34 | 0 | 9 | 3 | -2.0 | 92
CC1=C(C(=O)N2CCOCC2)C(c2ccccc2F)C2=C(CC(C)(C)CC2=O)N1 (stereo unspecified)
  -8 | 2 | 12 | 82 | -29 | 0 | -1 | · | -1.6 | 78
O=C(Nc1ccccc1)C1CCN(c2nccs2)CC1
  -3 | 0 | 18 | 96 | -17 | 8 | -26 | · | -3.0 | 95
Cc1cc(N2CCOCC2)c2c(N)c(Br)cc(C)c2n1
  -4 | 2 | 10 | 81 | -28 | 0 | -1 | -24 | -2.6 | 79
O=C(CSc1nnc(-c2ccco2)o1)NCC(=O)c1ccccc1
  -11 | 6 | 0 | 89 | -10 | 2 | 7 | -5 | -3.9 | 102
CCc1ccc(S(=O)(=O)NCc2cn3cccc(C)c3n2)s1
  -10 | · | 24 | 83 | -37 | 1 | 10 | -5 | -1.5 | 77
CCOC(=O)CC1(C)NC(=O)c2c(C)sc(C(=O)OCC)c2N1 (stereo unspecified)
  -19 | 0 | 7 | 99 | -31 | 2 | 4 | -5 | -3.2 | 91
O=C(Cc1ccccc1[N+](=O)[O-])N1CCN(c2ccccc2F)CC1
  -7 | -6 | 11 | 95 | 9 | -2 | -7 | · | -0.4 | 84
O=[N+]([O-])c1ccc(Oc2ccc(S(=O)(=O)N3CCCCC3)cc2)cc1
  -5 | -10 | 10 | 46 | -26 | 3 | 4 | · | -1.8 | 49
N#Cc1nc(-c2ccc(OCc3ccc(Cl)cc3)cc2)oc1NCCCn1ccnc1
  -3 | 0 | 6 | 100 | -21 | 0 | 4 | -5 | -2.1 | 87
CCOC(=O)c1c(NC(=O)CSc2ncn[nH]2)sc(C)c1C
  -17 | 0 | 10 | 91 | -30 | 2 | -1 | -13 | 15* | 96
Cc1ccc(-c2oc3ccccc3c(=O)c2O)cc1
  0 | -1 | 17 | 17 | -44 | 4 | 20 | -55 | -2.3 | 22
Cc1ccc2c(c1Br)/C(=N/N1C(=O)c3ccccc3C1=O)C(=O)N2
  -9 | -4 | 10 | 98 | -28 | 4 | 3 | -13 | -5.0 | 117
O/N=C1/CCc2cccc3cccc1c23
  -28 | 0 | 22 | 82 | -35 | 2 | 1 | -31 | -4.0 | 100
CC1CCN(C(=O)COC(=O)c2cc(Cl)cc(Cl)c2N)CC1
  4 | -1 | 16 | 100 | -16 | 5 | -2 | -10 | 1.6 | 94
Cc1ccc(OCCSCc2nnc(NC(=O)Nc3cccc(Cl)c3)s2)cc1
  6 | -6 | 7 | 15 | -4 | 4 | 4 | · | -4.4 | 15
C/C(=N\NS(=O)(=O)c1ccc(Cl)cc1)c1ccc(O)cc1
  -8 | -2 | 6 | 93 | -24 | 3 | -1 | -8 | -3.0 | 97
CCOc1ccc2nc(NC(=O)c3cnccn3)sc2c1
  -7 | 1 | 11 | 86 | -7 | -1 | 1 | 19 | -2.5 | 88
Cc1cccc(-c2nc(CS(=O)CC(=O)N3CCCCC3)c(C)o2)c1 (stereo unspecified)
  2 | 0 | 40 | 101 | -53 | 2 | -14 | · | -1.9 | 95
CCN(CC)c1cccc(OC2=NS(=O)(=O)c3ccccc32)c1
  -8 | 2 | 4 | 108 | -50 | -2 | 0 | 9 | -1.5 | 101
Cc1sc(NC(=O)COc2cccc(-n3cnnn3)c2)c(C#N)c1C
  -10 | -1 | 15 | 88 | 11 | 2 | -2 | 16 | 1.0 | 94
COc1ccc(NC(=O)CCCN2C(=O)CCC2=O)cc1Cl
  -16 | 1 | 24 | 90 | -28 | -1 | -3 | -11 | -2.4 | 91
COCC(C)NC(=O)c1oc2c(c1C)C1(CCC2)SCCS1 (stereo unspecified)
  -3 | 0 | 2 | 99 | -50 | 4 | -13 | 8 | -1.2 | 95
O=C(O)C1C2C=CC(O2)C1C(=O)NC1CCCc2ccccc21 (stereo unspecified)
  -12 | · | 9 | 92 | 77* | 2 | -6 | 2 | 0.0 | 89
N#CC12C(N)=NC3(OCCO3)C1(C#N)C1=C(CCC1)NC2c1ccccc1 (stereo unspecified)
  -18 | -1 | 6 | 100 | 9 | 5 | -2 | 19 | -3.0 | 97
Cc1ccc(-c2csc3nc(SCC(=O)N(C)C)n(Cc4ccccc4)c(=O)c23)cc1
  1 | -5 | 10 | 48 | -55 | 2 | -22 | · | -1.2 | 53
CN(Cc1cc2ccccc2[nH]c1=O)S(C)(=O)=O
  -24 | · | 3 | 86 | -10 | 2 | -1 | 56 | -2.3 | 88
CCN1CCN(S(=O)(=O)c2cc(C)c(OC)cc2C)CC1
  -17 | -1 | 2 | 95 | -31 | 3 | -7 | -37 | -1.8 | 91
CC(/C=C/c1ccco1)=N/NC(=O)OC(C)(C)C
  -3 | -6 | 5 | 76 | -2 | 1 | -2 | 18 | -2.2 | 71
COc1ccc(S(=O)(=O)Nc2ccccc2-c2nnn(CC(=O)Nc3ccccc3OC)n2)cc1
  6 | -13 | 12 | 40 | -42 | 0 | 28* | · | -3.8 | 53
CC(C)c1ccc(-n2cccc2/C=C2/C(=N)N3C=CSC3=NC2=O)cc1
  -5 | -3 | 9 | 63 | -4 | 0 | 8 | -12 | -2.3 | 64
CC(=O)Nc1ccc(S(=O)(=O)NCC2CCC(C(=O)N3CCCCCC3)CC2)cc1 (stereo unspecified)
  -17 | · | 19 | 83 | -28 | 4 | -3 | · | -3.4 | 77
Cc1ccc(-c2noc(CN3CCN(C(c4ccccc4)c4ccccc4)CC3)n2)cc1
  -9 | -2 | 23 | 87 | -30 | -1 | -2 | -3 | 1.4 | 97
O=C(Cn1cnc2ccccc21)NCCCN1CCOCC1
  -13 | 1 | 5 | 105 | -24 | -1 | 11 | -24 | 1.0 | 94
CCCNS(=O)(=O)c1ccc(OCC(=O)Nc2ccc3c(c2)OCCO3)cc1
  10 | 4 | 12 | 91 | -17 | 0 | 1 | 13 | -2.0 | 96
CCn1cc(C(=O)N2CCn3c(nc4ccccc43)C2)c(=O)c2ccc(C)nc21
  10 | -1 | 6 | 108 | -1 | 4 | 17 | · | -1.1 | 88
CC(=O)Nc1ccc(N2CCOCC2)c(C(=O)Nc2cccc(C)c2)c1
  -5 | 1 | 11 | 90 | -23 | 2 | 1 | 6 | -1.3 | 100
O=C(CN1CCN(c2ccccn2)CC1)Nc1ccc2ccccc2c1
  -5 | 1 | 1 | 106 | -30 | 14 | 14 | · | -0.1 | 104
CC(C)CC(=O)Nc1ncnc2c1C(=O)CC(C)(C)C2
  -10 | -1 | 2 | 97 | -55 | -1 | -4 | -14 | -0.5 | 95
O=C1c2ccccc2C(=O)C12OC(c1ccccc1)C1(C(=O)c3ccccc3C1=O)C2c1cccc([N+](=O)[O-])c1 (stereo unspecified)
  · | · | 9 | 84 | -45 | 0 | 11 | -5 | -2.0 | 88
O=C1N2CCSC2=NC1(Nc1ccccn1)C(F)(F)F (stereo unspecified)
  -4 | 2 | 1 | 90 | 28 | -3 | 23 | · | -1.0 | 94
NC1=NC(c2cn(-c3ccccc3)nc2-c2cccs2)n2c(nc3ccccc32)N1 (stereo unspecified)
  -12 | 2 | 25 | 102 | -45 | 4 | -18 | -19 | -0.6 | 92
O=C(Nc1cccc(Cl)c1)OCc1cncs1
  -7 | -2 | 19 | 89 | -19 | 7 | 0 | -8 | 0.5 | 78
COc1ccc(S(=O)(=O)NCCc2ccc(F)cc2)cc1
  0 | -1 | 16 | 110 | -47 | 5 | -2 | -30 | -1.4 | 89
CCCN(Cc1ccccc1)C(=S)Nc1cccc(C(F)(F)F)c1
  -3 | -10 | 12 | 83 | -21 | 0 | -2 | · | -1.1 | 81
CC(=O)Nc1ccc(S(=O)(=O)N2CCN=C2C)cc1
  -10 | 0 | 4 | 99 | -10 | 1 | 1 | -17 | -0.4 | 95
COc1cc(/C=N/NC(=O)CNc2n[nH]c(=O)[nH]c2=O)ccc1O
  -3 | -4 | 26 | 96 | -1 | 1 | 0 | · | 0.9 | 92
COc1ccccc1N1CCN(C(c2ccccc2)c2nnnn2CCc2ccccc2)CC1 (stereo unspecified)
  · | · | 4 | 65 | -46 | 4 | 5 | -26 | -2.3 | 59
